TRHR ag: TRH receptor (human) agonism; AID 493084; P34981; 360,000 compounds, 0.18% hits; TRHR cells, calcium flux fluo-8, FDSS agonist mode; activation, % at 2 µM; also: 0% is about no effect
Target sequence (P34981 whole entry, looked up): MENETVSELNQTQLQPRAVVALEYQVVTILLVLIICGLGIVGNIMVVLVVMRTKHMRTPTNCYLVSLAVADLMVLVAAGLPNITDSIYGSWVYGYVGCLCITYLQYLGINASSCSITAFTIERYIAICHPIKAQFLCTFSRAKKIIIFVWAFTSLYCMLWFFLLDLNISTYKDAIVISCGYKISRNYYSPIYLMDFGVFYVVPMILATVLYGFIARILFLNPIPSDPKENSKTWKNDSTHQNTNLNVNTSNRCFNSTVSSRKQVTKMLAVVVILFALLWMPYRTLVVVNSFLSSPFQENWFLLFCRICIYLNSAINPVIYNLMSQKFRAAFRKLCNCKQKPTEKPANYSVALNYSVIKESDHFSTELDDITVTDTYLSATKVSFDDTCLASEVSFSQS
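Read-out: compound-evoked intracellular calcium rise in TRHR cells, fluo-8 dye, kinetic FDSS fluorescence at 1 s/cycle following a 10-cycle baseline. Cells cultured overnight before dye loading (30 min–1.5 h, RT).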
D1 antagonist: human D1 dopamine receptor antagonism | 360,000 compounds, 3.2% hits | HEK293 TREx D1 cells, calcium flux, dopamine EC80; hits give low values | activity change, negative = inhibition, % at 10 µM; in the data active = activity change below about -30%; also: % is scaled to controls: 0 for no effect and ±100 for the full control effect
Target sequence (P21728 whole entry, looked up): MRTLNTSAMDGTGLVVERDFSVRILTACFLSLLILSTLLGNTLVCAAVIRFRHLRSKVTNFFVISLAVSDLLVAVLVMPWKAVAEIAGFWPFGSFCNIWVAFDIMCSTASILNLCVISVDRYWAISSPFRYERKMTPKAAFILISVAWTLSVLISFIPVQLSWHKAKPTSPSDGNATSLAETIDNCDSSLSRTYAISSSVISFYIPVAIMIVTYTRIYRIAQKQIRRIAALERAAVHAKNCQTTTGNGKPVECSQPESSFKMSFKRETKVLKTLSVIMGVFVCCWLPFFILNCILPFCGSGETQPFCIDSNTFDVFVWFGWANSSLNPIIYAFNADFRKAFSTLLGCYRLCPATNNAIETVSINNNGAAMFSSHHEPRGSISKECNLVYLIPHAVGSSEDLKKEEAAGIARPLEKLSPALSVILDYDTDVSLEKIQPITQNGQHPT
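HEK293 T-REx cells expressing inducible, force-coupled D1 receptor; no-wash Ca dye, 30–90 min RT. Cmpd → 180 s read at 1 Hz → EC80 DA → 180 s read.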
D2 potentiator: positively modulates the human D2 dopamine receptor allosterically; 340,000 compounds, 0.34% hits; HEK293 T-REx D2, calcium flux, EC20 dopamine potentiation; potentiation, % at 10 µM; P14416;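 active = potentiation over 3 SD above the plate norm, cut at about 30% in these data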; also: 0% is about no effect
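Calcium flux readout, no-wash dye, 1 read/s. Inducible HEK293 Trex D2 line, overnight 30 C. Compound alone 180 s (agonist flags), then EC20 dopamine, another 180 s to score potentiation.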
RXFP1 antagonist: blocks the human relaxin receptor RXFP1; activity change, negative = inhibition, % at 57.5 µM; 350,000 compounds, 0.59% hits; AID 1259400; Q9HBX9; HEK293-RXFP1, relaxin-stimulated cAMP HTRF, 30 min; hits give low values;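 active = activity change of -60% or lower, but not beyond a set lower limit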; also: % is scaled to controls: 0 for no effect and ±100 for the full control effect
D2 ag: activates the human D2 dopamine receptor | P14416 | activation, % at 2 µM | HEK293 T-REx D2 cells, calcium flux agonist mode | 340,000 compounds, 0.53% hits | AID 485358;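 active = activation over 3 SD above normal in the single-dose calcium agonist read, cut at about 30% in these data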; also: 0% is about no effect
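Agonism is scored from calcium flux in a force-coupled, inducible HEK293 cell line expressing D2, read kinetically for 180 s after compound addition against dopamine controls.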
D1 ag: human D1 receptor agonism. 360,000 compounds, 1% hits. activation, % at 2 µM. HEK293 T-REx D1 cells, calcium flux, agonist mode; also: 0% is about no effect
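Tetracycline-induced HEK293 TREx D1 cells, force-coupled to calcium signalling, were dye-loaded with a no-wash calcium kit. Compound was pin-added after a 10 s baseline. Fluorescence was read kinetically at 1 cycle/s for 180 s, with calcium rises flagged as agonism.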
TRHR enhancer: allosterically enhances the human TRH receptor. AID 493056. TRHR cells, fluo-8 calcium fluorescence, EC20 TRH enhancement. enhancement, % at 2 µM. P34981. 360,000 compounds, 0.66% hits; in the data active = enhancement above about 30%; also: 0% is about no effect
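TRHR-expressing cells loaded with fluo-8 calcium dye were read kinetically (ex 480/em 530) during compound addition, then stimulated with an EC20 of TRH (10 nM final). Enhancement of the Gq-mediated intracellular calcium response was scored.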
D1 PAM: enhances dopamine response at the human D1 receptor. HEK293 TREx D1 cells, calcium flux, dopamine EC20 potentiation. potentiation, % at 10 µM. 360,000 compounds, 0.036% hits; in the data active = potentiation above about 30%; also: 0% is about no effect
D2 antag: D2 dopamine receptor (human) antagonism | P14416 | HEK293 TREx D2 cells, calcium flux, dopamine EC80 | inhibition, % at 10 µM | 340,000 compounds, 2% hits | AID 485344; in the data active = inhibition above about 30%; also: 0% is about no effect
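Tetracycline-induced HEK293 TREx cells expressing D2 receptor forced-coupled to calcium signalling, loaded with no-wash calcium dye. Compounds added and calcium flux read 180 s, then dopamine added at EC80 and read a further 180 s.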
Active calls of the source: *; x = no result given; & = joins results of further samples. Rule as the data show it, unless noted: active = activation above about 30%; inactive = the rest.

SMILES	TRHR ag	D1 antagonist	D2 potentiator	RXFP1 antagonist	D2 ag	D1 ag	TRHR enhancer	D1 PAM	D2 antag
CCCC(=O)N=C1SC2CS(=O)(=O)CC2N1c1ccc(C(C)=O)cc1 (stereo not drawn)	-0.4	-8	3	-13	0.1	3	0	-3	16
O=C(CCN1C(=O)c2ccccc2C1=O)Nc1ccc2c(c1)OCCO2	-0.2	0	9	-16	-2.5	0	0	1	0
Cc1cccc(NC(=O)CSc2nc(=O)n(CCN3CCOCC3)c3c2CCCC3)c1C	-0.5	2	-1	6	1.0	0	-3	-4	-13
CC(C)=CCN1CCN(Cc2nc(-c3ccc(F)cc3)cs2)CC1CCO (stereo not drawn)	0.2	-20	-15	7	-0.1	9	2	-11	-8
Cc1ccc(SC(C)C(=O)NCc2cccnc2)cc1 (stereo not drawn)	-0.4	-8	-8	-1	-0.3	1	-4	-1	15
COC(c1ccccc1)c1nnc(CCC(=O)N(C)CCc2ccccc2)o1 (stereo not drawn)	-1.6	-23	18	2	-3.1	2	-2	-2	9
CSc1nc(N2CCOCC2)c2sccc2n1	0.4	2	-6	-2	-0.5	1	9	-2	3
Cc1c(C2CC(=O)N(c3ccccc3)C2=O)[nH]n(-c2ccccc2)c1=O (stereo not drawn)	1.2	0	14	3	0.7	2	4	-1	-16
Clc1ccccc1Cn1c(/C=C/c2ccco2)nc2ccccc21	5.4	5	-2	-13	3.3	8	-6	0	-6
Cc1ccc(Cl)c2sc(NC(=O)c3ccc(S(=O)(=O)N4CCCC4)cc3)nc12	0.2	-7	10	x	1.7	5	4	1	x
O=[N+]([O-])c1ccc(Nc2ccc(Cl)cc2)nc1	0.2	6	3	5	0.0	2	4	1	-4
O=C1C2C3C=CC(CC3)C2C(=O)N1/N=C/c1c[nH]c2ccccc12 (stereo not drawn)	-0.7	-4	5	-8	0.5	-3	24	-1	3
COc1ccc(OCC(=O)Nc2ccc(-c3nc4cc(C)cc(C)c4o3)cc2)cc1	-1.4	-9	-1	0	0.4	-1	10	0	x
O=S(=O)(c1ccc2c(c1)OCCO2)C1CCC(S(=O)(=O)c2c(F)cccc2F)CC1 (stereo not drawn)	1.0&-0.4	10&-6	x	x	x	6&0	5&3	-2&3	x
Cc1cc(C)c(C(=O)C(C)OC(=O)c2ccc(Cl)nc2)cc1C (stereo not drawn)	0.8	-9	0	-6	-0.7	9	-5	-5	-11
CS(=O)(=O)N(Cc1ccc(C(=O)NCc2ccco2)cc1)c1ccccc1	-0.7	1	12	5	0.1	6	2	-9	7
CCn1c(=O)c(-c2nc3ccccc3[nH]2)c(O)c2ccccc21	-0.4	12	0	9	0.6	-1	-5	-14	1
CCOc1ccccc1C(=O)Oc1c(Sc2ccccc2)c(C)nn1C(C)(C)C	0.9	-2	-10	x	-1.1	2	-1	1	x
COc1cc(CN2CCNC(=O)C2CC(=O)NCCc2ncccc2C)cc(OC)c1 (stereo not drawn)	0.0	-10	11	7	-0.2	2	-1	0	3
O=C([C@H](Cc1ccccc1)NS(=O)(=O)c1ccc(Cl)cc1)N1CC[C@@]2(O)CCCC[C@H]2C1	-0.2	2	-9	7	-0.2	-1	-1	3	2
Cn1nccc1C(=O)Nc1cccc(C(F)(F)F)c1	0.5	-2	-3	-11	-1.0	0	-5	-1	0
C/C(=N\NC(=O)C(C)n1nc(C)c([N+](=O)[O-])c1C)c1ccccc1O (stereo not drawn)	0.6	-10	-22	x	0.8	12	3	-6	23
Cc1cccc(NC(=O)CSc2nc(N)c(NC(=O)c3cccs3)c(=O)[nH]2)c1C	0.4	18	5	-15	0.5	-3	2	-4	-5
Cc1ccc2nc(N=C(N)N)nc(C)c2c1	0.2	-52*	-17	-13	0.2	1	-9	-9	14
FC(F)(F)c1nnc2ccc(N3CCCC3)nn12	-0.7	-4	-4	-6	0.2	2	4	5	-2
Cc1c(NC(=O)c2ccc(N(Cc3ccccc3)S(C)(=O)=O)cc2)c(=O)n(-c2ccccc2)n1C	0.9	-4	x	3	x	2	27	16	x
Clc1ccc(CSc2snnc2-c2ccccc2)c(Cl)c1	-0.9	-10	8	13	-1.7	51*	0	-5	12
COc1ccc(-c2c(NC(C)=O)n(C)c3ccccc3c2=O)cc1	1.2	-13	-9	-2	-0.4	0	-5	-5	10
COCCOC(=O)c1c(C)n(C)c2ccc(OC(=O)C3CC3)cc12	-0.2	-9	6	2	0.2	2	-5	-4	5
CCOc1ccccc1C(=O)Nc1ccccc1O	0.6	-14	2	-1	-0.4	-1	1	-4	5
O=C(/C=C/c1ccco1)Nc1ccc(Oc2ccccc2)cc1	-0.9	-6	-7	-35	-1.0	7	-4	-5	-20
Fc1ccc(-n2c(-c3cc(C4CC4)[nH]n3)n[nH]c2=S)cc1Cl	0.1	-2	1	-8	0.0	0	-4	-3	5
Cc1oc2ccc(OCc3ccccc3F)cc2c1C(=O)O	-0.4	x	1	-3	0.4	-1	4	-4	-4
CCOC(=O)N/N=C(/C)c1cccc(-n2cnnn2)c1	0.4	21	1	3	0.7	1	-3	-5	4
CS(=O)(=O)Nc1ccc(S(=O)(=O)Nc2nccs2)cc1	-0.4	-3	-4	-15	0.3	3	0	-2	5
O=S(=O)(N/N=C/c1cn(Cc2ccccc2)c2ccccc12)c1ccccc1	-0.3	-14	-1	-13	0.4	0	-2	1	-1
CCOc1cc(C(=O)NC(C)c2ccncc2)cc(OCC)c1OCC (stereo not drawn)	-0.3	6	-4	3	-0.2	1	14	-2	-28
CC(C)(C)OC(=O)N1CC(O)CC1C(=O)OCC(=O)c1ccc(-c2ccccc2)cc1 (stereo not drawn)	-1.4	14	-5	-8	-0.5	2	-10	-3	1
CC1(C)Cc2ccccc2-c2nc(NCCO)n(-c3ccccc3)c(=O)c21	3.7	4	0	-1	2.1	2	2	6	-4
Nc1nc(SCC(=O)Nc2cccc(C(F)(F)F)c2)n[nH]1	-1.2	-12	5	-7	-2.4	1	-2	-3	x
CN(Cc1ccon1)C(=O)CC1C(=O)NCCN1Cc1cccc(F)c1F (stereo not drawn)	-0.1	4	4	4	0.3	0	13	-2	-3
CCOC(=O)c1ccc(NC(=S)NC2CC(C)(C)NC(C)(C)C2)cc1	-0.4	7	14	-22	0.0	4	-8	0	6
CS(=O)(=O)N(CC(=O)Nc1cccc(Cl)c1Cl)c1ccccc1	0.6	8	4	-11	-0.5	2	7	2	20
COc1ccccc1C(=O)Nc1ccc(OCc2cc(=O)n3cc(C)sc3n2)cc1	-1.7	-16	-2	x	-1.0	-1	7	-6	x
CCOc1cc(/C=C2\C(=O)ON=C2c2ccccc2)ccc1OC	0.8	3	-4	-7	0.5	1	-2	-2	-5
CC1CCC(NC(=O)c2ccc(/C=C3\Oc4ccccc4N(C)C3=O)cc2)CC1 (stereo not drawn)	0.2	-7	-1	x	0.5	11	-3	-5	-3
Cc1noc(C)c1S(=O)(=O)N1CCC(C(=O)NCCC2=CCCCC2)CC1	0.7	-1	-1	6	0.3	-3	-6	-5	-24
O=C(CCc1c[nH]c2ccccc12)N/N=C/c1ccc2c(c1)OCO2	-2.3	-3	3	-3	-0.7	4	-12	-3	-4
O=C(NNS(=O)(=O)c1ccc(Br)cc1)c1csnn1	0.3	9	-8	13	0.1	3	-6	0	27
CC1(C)C2CCC1(C)C(NC(=O)/C=C/c1ccccc1)C2 (stereo not drawn)	-0.3	-3	x	-10	-0.8	1	11	-7	7
CCNc1nc(NCC)n2c(SCC(=O)N3CC4(C)CC3CC(C)(C)C4)nnc2n1 (stereo not drawn)	0.2	-7	14	x	0.3	1	10	-5	0
Cc1ccc(S(=O)(=O)Nc2cc3c(cc2NCc2ccccc2)n(C)c(=O)n3C)cc1	-0.2	-9	-8	-2	x	-1	-1	0	x
C/C(CCC(C)C)=N\NC(=S)Nc1cc(S(=O)(=O)N2CCOCC2)ccc1N1CCOCC1	0.2	5	4	-14	2.8	5	-2	-7	1
COc1ccc(C(=O)Nc2cc3c4c(c2)C(C)C(=O)N4CCC3)cc1 (stereo not drawn)	-0.8	8	-3	-5	-0.1	2	-2	-9	-1
O=C(N/N=C/c1cn(-c2ccccc2)nc1-c1ccccc1)c1ccco1	-0.5	-3	5	-2	-0.4	2	4	-2	-22
CC(=O)c1sc(NC(=O)c2ccc(C(C)(C)C)cc2)nc1C	-1.6	-17	0	3	-1.2	1	1	-4	3
O=C(Nc1nnc(S(=O)(=O)N2CCCc3ccccc32)s1)c1ccc(Cl)cc1	-0.1	5	-6	-15	-0.8	0	10	-1	x
CCOC(=O)c1cnc2c(ccc3ccccc32)c1Nc1ccccc1O	0.4	-47*	-7	x	0.0	1	1	-4	x
O=C(COC(=O)CCc1nc2ccccc2c(=O)[nH]1)Nc1ccc(OC(F)(F)F)cc1	0.0	5	0	2	0.8	2	-5	-4	3
CCOC(=O)c1c(C)[nH]c(C(=O)COC(=O)CNC(=O)c2ccc(Br)cc2)c1C	1.2	8	x	-10	x	5	15	-3	x

(list continues)
SMILES	TRHR ag	D1 antagonist	D2 potentiator	RXFP1 antagonist	D2 ag	D1 ag	TRHR enhancer	D1 PAM	D2 antag
Cc1cc(CN(C)C(=O)c2cc(COc3ccc4ncccc4c3)on2)on1	0.7	-4	-2	1	0.5	11	1	4	8
CCOC(=O)C1CCCN(C(=O)Cn2nc(CC)n3c(cc4sccc43)c2=O)C1 (stereo not drawn)	-0.3	-10	0	2	-0.2	0	1	0	3
CCc1nc(SCC(=O)Nc2ccc([N+](=O)[O-])cc2)n[nH]1	-0.4	-1	-13	1	x	3	3	-1	x
CCOc1cc(C)c(Cl)cc1S(=O)(=O)N(CC)CC	-0.8	-7	2	-2	-0.4	1	-2	1	13

Assay outcomes (PubChem BioAssay)

An unsorted share of the library; 7.1% or so of the library scored in one or more.
